Source: PubChem (Broad Institute)
Statin myotox sup: suppression of simvastatin myotoxicity; C2C12 myotubes + simvastatin, ATP luminescence, 48 h; scaled: DMSO 0, geranylgeraniol control 100; rescue of ATP level, % at 7.49 µM; 330,000 tested, 0.78% active; AID 602340;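 active means mean ATP rescue above about 67%, or every replicate alone reaching that limit, limit read from the data, passing the limit was not always enough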;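 further: myotubes were challenged with 10 µM simvastatin during compound exposure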
PAX8 reporter: PAX8 transcriptional activity inhibition; RMG-I TPO-luciferase reporter, SteadyGlo, 24 h; 360,000 tested, 1.2% active; inhibition, % at 12.6 µM; AID 652154;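 active means mean replicate inhibition at least 60% with every replicate also reaching 60%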;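 further: luciferase light reporting Pax8 driven TPO promoter activity; plate controls were median of neutral control wells for no effect and mitoxantrone controls for full effect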
LGR2 inh: Drosophila LGR2 receptor signaling inhibition; HEK293 LGR2, CRE-luciferase, bursicon-stimulated, 4 h; inhibition, % at 9.99 µM; 380,000 tested, 0.35% active;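 active means drop in luminescence signal, shown as inhibition above about 50% in the replicate tests, limit read from the data, passing the limit was not always enough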;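 further: agonist challenge used bursicon conditioned medium at about half maximal strength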
Cneo AK release: Cryptococcus neoformans lysis via adenylate kinase release; C. neoformans lysis, adenylate kinase release luminescence, 4 h; normalised: neutral wells 0, clomiphene wells 100; lysis activity, % at 15 µM; 360,000 tested, 0.2% active; AID 651654;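 active means mean lysis activity across replicates of at least 80%, whatever share of replicates individually reach that level; inactive means mean lysis activity below 80%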
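Schedule: static 4 h at 37 °C with compound, 1 h detection; system: C. neoformans cells; benchmarks: Clomiphene as positive control; buffer or medium: fresh YPD medium; measure: luminescence rise reflecting yeast cell lysis; measured by: luminescent adenylate kinase detection reagent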
ARNT-TACC3 inh: disruptors of human ARNT/TACC3 interaction; AlphaScreen His-ARNT PAS-B/GST-TACC3 binding, luminescence; TACC3 fragment carries E629A point mutation; inhibition, % at 9.99 µM; 390,000 tested, 0.66% active;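 active means mean inhibition of replicates at least 50% and at least half of replicates each reaching 50%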;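 further: 0% = complete ARNT plus TACC3 wells and 100% = ARNT alone without TACC3; many hits fall short of the cut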
PGC1a acetyl inh: lowers PGC1a acetylation signal in U2OS cells; AID 651687; 350,000 tested, 0.17% active; AlphaScreen anti-acetyl-lysine; with virally co-expressed GCN5 acetyltransferase; inhibition, % at 15.6 µM;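 active means every replicate shows inhibition of at least 40%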;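 further: 0% = neutral control wells and 100% = positive control wells; some results beyond the cut were filed as inactive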
INS-1E GSIS act: primary screen for activators of insulin secretion dependent on glucose, INS-1E cells, GLuc reporter luminescence; INS-1E GLuc reporter insulin secretion, 2-3 h; activation, % at 16.6 µM; 370,000 tested, 0.61% active; AID 743287;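 active means lowest replicate activation of at least 40%, so every replicate reaches that level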;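 further: 0% = median of neutral control wells and 100% = median of IBMX positive control wells; some compounds called inactive have numbers as strong as hits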
PglD inh: inhibitors of Campylobacter jejuni PglD acetyltransferase; purified PglD enzyme, DTNB colorimetric CoA detection; inhibition, % at 12.5 µM; 360,000 tested, 0.098% active; in the data active means inhibition above about 16%, passing the limit was not always enough; further: strong numbers were not always called active
The depositor's hits bear a star; . = not tested or not shown; & = joins results of further samples.

SMILES	Statin myotox sup	PAX8 reporter	LGR2 inh	Cneo AK release	ARNT-TACC3 inh	PGC1a acetyl inh	INS-1E GSIS act	PglD inh
COc1ccc(-c2ccc([C@H]3[C@@H](CO)N4C(=O)CN(C(=O)c5ccccc5)C[C@@H]34)cc2)cc1	.	2.7	-7.5	.	.	4.8	-9.3	.
C[C@H](CO)N1C[C@H](C)[C@H](CN(C)CC2CC2)Oc2cc(C#Cc3cccc(F)c3)ccc2S1(=O)=O	31.8	8.3	37.5	-10.0	-24.5	-16.9	-7.1	1.9
Cc1ccc(NC(=O)c2ccc3c(c2)OCCO3)cc1	-66.2	.	.	-9.8	-18.9	-16.0	.	6.4
O=C(N/N=C/c1ccc(OC(=O)c2cccs2)cc1)c1cccc(F)c1	1.2	.	-25.6	-0.9	-4.4	-20.1	-2.4	-0.3
COc1ccc(S(=O)(=O)Nc2ccc3c(c2)C(=O)N([C@H](C)CO)C[C@@H](C)[C@@H](CN(C)S(=O)(=O)c2ccc(OC)cc2)O3)cc1	-7.8	-7.1	-4.6	0.1	16.9	-8.4	3.6	2.5
COc1ccc(C(=O)NC(=S)N2CCOCC2)cc1Br	1.0	-16.0	-6.0	18.2	-1.7	5.0	0.1	1.8
COc1cccc(N2CCN(C(=O)c3cc4cc(Cl)ccc4[nH]3)CC2)c1	-1.4	22.2	-20.8	-1.3	-2.4	-0.8	1.5	-4.0
Nc1ccc(S(=O)(=O)NC2=NCCCCC2)cc1	.	2.3	-0.1	-0.2	-2.2	-5.6	9.2	3.0
CC1(C)C2CCC1(C)C(OC(=O)c1ccc(O)cc1)C2 (stereo not drawn)	0.7	.	3.5	0.6	-38.2	5.1	101.9	-4.4
Cc1ccc(NS(=O)(=O)c2ccc(-n3cccn3)cc2)c(Cl)c1	-4.0	7.8	-1.0	0.4	.	.	-0.8	5.6
COc1ccc([N+](=O)[O-])cc1NC(=O)c1ccc(C)o1	.	15.2	-8.4	.	-2.1	.	-0.8	.
Cc1cccc2nc(CSc3nc4cc([N+](=O)[O-])ccc4s3)cn12	.	27.2	-6.9	.	-3.1	.	9.1	.
CC(CC(=O)Nc1ccccc1)n1ccnc1 (stereo not drawn)	.	17.0	-1.4	.	2.2	-3.8	8.0	.
Nc1cc(C(F)(F)F)ccc1NCCc1ccccn1	-4.3	-7.6	-0.4	-2.6	4.5	0.7	-31.4	2.3
Cc1cccc(/C=N/n2c(-c3cc(-c4ccccc4)n[nH]3)n[nH]c2=S)c1	.	-17.4	-7.4	.	20.7	.	21.0	.
Cc1c(C(=O)N(C)Cc2ccccc2)oc2c(Cl)cccc12	34.8	18.1	-0.6	-1.5	-16.2	.	-2.5	-5.1
COc1cccc(C(=O)NCC(=O)OCC(=O)Nc2ncc(Cl)cc2Cl)c1	.	4.3	2.1	.	-1.1	3.0	6.9	.
COc1cc(NC(=O)c2ccco2)c(OC)cc1NC(=O)CCC(=O)Nc1cccc(C)c1C	-2.0	10.2	.	-1.1	-2.3	.	.	0.6
COc1ccc(Cl)cc1NC(=S)NNC(=O)c1cccs1	-5.5	8.7	7.9	.	7.2	.	-52.6	.
O=S(=O)(Nc1nc2ccccc2s1)c1ccc(Cl)nc1	-3.1	22.0	-10.8	.	10.0	7.1	-43.0	.

Record cards, from the list above. Order of values: Statin myotox sup | PAX8 reporter | LGR2 inh | Cneo AK release | ARNT-TACC3 inh | PGC1a acetyl inh | INS-1E GSIS act | PglD inh
C[C@H](CO)N1C[C@H](C)[C@H](CN(C)CC2CC2)Oc2cc(C#Cc3cccc(F)c3)ccc2S1(=O)=O in the list: 31.8 | 8.3 | 37.5 | -10.0 | -24.5 | -16.9 | -7.1 | 1.9
O=C(N/N=C/c1ccc(OC(=O)c2cccs2)cc1)c1cccc(F)c1 in the list: 1.2 | . | -25.6 | -0.9 | -4.4 | -20.1 | -2.4 | -0.3
Cc1ccc(NC(=O)c2ccc3c(c2)OCCO3)cc1 in the list: -66.2 | . | . | -9.8 | -18.9 | -16.0 | . | 6.4
Cc1ccc(NS(=O)(=O)c2ccc(-n3cccn3)cc2)c(Cl)c1 in the list: -4.0 | 7.8 | -1.0 | 0.4 | . | . | -0.8 | 5.6
Nc1ccc(S(=O)(=O)NC2=NCCCCC2)cc1 in the list: . | 2.3 | -0.1 | -0.2 | -2.2 | -5.6 | 9.2 | 3.0

(further entries)
SMILES	Statin myotox sup	PAX8 reporter	LGR2 inh	Cneo AK release	ARNT-TACC3 inh	PGC1a acetyl inh	INS-1E GSIS act	PglD inh
Nc1nc(Nc2ccccc2)nc(N2CCCC2)c1[N+](=O)[O-]	6.0	-11.2	-63.7	-0.8	12.4	1.3	6.9	-2.6
CO[C@@H]1CN(C)C(=O)c2cc(NC(=O)Nc3ccccc3F)ccc2OC[C@H](C)NC[C@@H]1C	-12.8	.	7.0	-1.8	-14.2	1.0	2.8	-4.8
CN(C)CCNC(=O)c1cccc(-c2cccc3nccn23)c1	0.1	29.0	23.2	2.3	.	10.4	.	0.4
CCN(CC(=O)NCc1cccs1)C(=O)c1cc(S(=O)(=O)N2CCOCC2)ccc1C	0.0	9.0	.	0.1	-36.7	3.4	.	-1.7
COc1ccc(S(=O)(=O)Nc2ccc(C(N)=O)cc2)cc1C(=O)N1CCCCCC1	-2.2	-10.1	18.7	-0.1	1.7	.	2.1	1.7
N#Cc1ccc(-c2ccc([C@H]3[C@H](CO)N4C(=O)CNC[C@@H]34)cc2)cc1	.	-1.8	-9.2	.	.	15.5	-3.4	.
O=C(/C=C/c1ccccc1)OCCN=C1NS(=O)(=O)c2ccccc21	-4.7	-9.2	-1.7	8.0	7.5	-1.2	-12.8	3.9
COc1cc(C(=O)n2nc(C)cc2C)ccc1O	6.3	.	.	0.2	-3.6	-2.1	.	6.8
Cc1ccc(C(=O)Nc2ccc(C(=O)N/N=C/c3ccccn3)cc2)cc1	-1.1	-21.5	-12.4	-1.6	4.4	.	31.4	4.8
Cc1ccc2ncnc(NCCCCCC(=O)O)c2c1	.	-16.0	-4.9	-3.2	-11.5	13.3	2.9	0.6
CCOC(=O)N1CCN(C(=O)CCSc2ccccc2)CC1	.	-144.6	.	-1.4	3.6	10.8	.	-2.4
Cc1ccc(CN(C)C[C@H]2OCc3cnnn3CCCC(=O)N([C@@H](C)CO)C[C@@H]2C)cc1	-0.2&5.7	-6.4&6.2	1.7&-26.0	0.5	-4.6	-1.2&3.3	17.1&-3.5	1.5
Cc1noc(C)c1CC(=O)Nc1ccc2c(c1)OCO2	6.0	-1.2	-11.8	-1.1	3.9	0.1	-11.0	-5.0
O=C(Nc1ccccc1F)c1cc(S(=O)(=O)N2CCOCC2)ccc1N1CCOCC1	6.5	-19.7	2.3	-0.2	-3.8	-3.6	6.2	1.7
O=C(CN1C(=O)NC2NC(=O)NC21)N/N=C/c1ccccc1O (stereo not drawn)	.	-13.9	-7.2	.	66.0*	-0.3	4.4	.
NC(=O)Cn1cc(/C=N\NS(=O)(=O)c2cccc([N+](=O)[O-])c2)c2ccccc21	3.3	3.6	10.6	-0.3	-2.3	.	5.2	-5.1
COCCN(C(=O)COC(=O)Cc1c[nH]c2ccccc12)c1c(N)n(Cc2ccccc2)c(=O)[nH]c1=O	11.5	14.4	-9.8	-1.2	-0.7	.	23.9	0.6
COc1ccc(C2CC(=O)c3c(C)nc(N4CCN(Cc5ccccc5)CC4)nc3C2)cc1OC (stereo not drawn)	27.5	39.5	.	-1.4	4.6	-0.7	.	-4.8
C[C@@H]1CN([C@H](C)CO)C(=O)c2cc(NC(=O)Nc3ccc(C(F)(F)F)cc3)ccc2O[C@@H]1CN(C)CC1CCCCC1	3.9	.	18.5	16.5	-0.4	4.6	11.4	1.7
CC(=O)c1ccc(-c2cc([C@H]3[C@H]4C=CC[C@@H](C)[C@@H]4C(=O)N3Cc3ccccc3)ccc2F)cc1	159.9*	10.6	9.6	-0.1	.	1.2	-21.8	-1.5
CCOC(=O)c1c(-c2ccccc2)csc1NC(=O)C(C)NCc1ccco1 (stereo not drawn)	.	25.0	9.7	.	3.7	.	-14.6	.
COc1ccc(CN2C3CCCC2CC(NC(=O)/C=C/c2ccccc2)C3)cc1 (stereo not drawn)	26.5	7.0	11.0	1.5	-6.8	-4.1	0.0	2.9
O=S(=O)(c1ccccc1)N1CCN(C(=S)Nc2ccccc2)CC1	.	12.1	5.9	-2.3	-3.1	.	-14.6	-0.5
CCC(C)C(NC(=O)c1ccccc1)C(=O)N1CCN(C(=O)c2ccccc2)CC1 (stereo not drawn)	-0.1	-0.2	-18.1	-0.7	.	.	0.6	8.6
CC(=O)Nc1cccc(NC(=O)CSc2nnc3ccc(-c4cccnc4)nn23)c1	.	-12.9	2.7	.	5.8	.	8.2	.
O=C1C2CCCN2C(=S)N1c1ccccc1 (stereo not drawn)	7.0	9.2	-9.8	-1.2	-3.5	13.2	5.5	-5.1
Cc1c(C(=O)NC(=S)NCC(C)C)oc2ccccc12	.	-16.1	-73.7	7.4	-22.5	-4.3	9.1	3.0
Cc1occc1-c1nnc(SCC(=O)c2ccc(F)cc2)o1	.	.	.	3.0	-0.1	-12.6	.	4.7
O=C(COC(=O)c1ccco1)NCc1ccco1	2.2	6.2	.	-0.5	1.7	-11.7	.	6.5
COc1ccc(NC(=O)CSc2nc3nc(-c4cccs4)cc(C(F)(F)F)c3c(=O)[nH]2)c(OC)c1	-12.9	-36.6	-18.1	-0.8	-0.8	0.2	-37.0	-0.1
COc1ccc(Cl)cc1Cn1c(C)c(C(=O)NCc2ccc(C#N)cc2)sc1=O	-6.9	5.5	4.3	0.6	.	.	-17.3	-1.1
Cc1nc2ccc(Cl)cc2nc1C	1.2	11.1	.	.	-6.9	-0.2	.	.
CC1CCN(CC(=O)NC(=O)NCc2ccccc2)CC1	.	44.3	-1.1	-7.1	4.2	.	-3.5	6.1
CCNC(=O)C[C@H]1CC[C@H]2[C@@H](COC[C@@H](O)CN2C(=O)c2ccccn2)O1	-7.1	-12.3	-1.3	-1.9	3.6	7.5	5.3	2.6
O=C1C2C3C=CC(C4CC34)C2C(=O)N1CCc1ccccc1 (stereo not drawn)	-10.0	-21.2	-21.4	-1.1	1.5	-16.2	7.3	-4.2
Cc1cc(C)c(C#N)c(SCC(=O)NC(C)(C)C)n1	-31.7	5.8	-24.2	3.5	-2.0	1.9	0.5	0.4
CCOC(=O)c1ccc(NC(=O)Nc2c(C)n(C)n(-c3ccccc3)c2=O)cc1	4.1	.	2.4	1.2	2.0	9.0	-10.5	-7.6
O=S(=O)(Nc1ccccc1N1CCCCC1)c1ccccc1	-5.8	1.6	8.9	-7.2	0.3	-10.7	-9.1	3.1
COc1ccc(OC)c(S(=O)(=O)N2CCCC2C(=O)N2CCc3ccccc3C2)c1 (stereo not drawn)	-0.9	14.3	13.7	0.2	-2.0	.	-8.2	4.2
O=C(N/N=C/c1ccc(-c2cccc([N+](=O)[O-])c2)o1)c1ccccc1O	.	8.5	0.3	.	-16.3	9.1	-1.9	.
Cc1ccc(S(=O)(=O)N(C)C)cc1NC(=O)c1cccs1	.	14.3	-1.0	1.8	-5.4	-4.6	13.4	2.1
COc1ccc(S(=O)(=O)N/N=C(/C)c2ccncc2)c(OC)c1	-3.1	-6.1	-0.5	7.2	-4.2	.	-1.2	1.2
O=C(Nc1ccc(C(F)(F)F)cc1)c1cccnc1N1CCOCC1	-23.3	.	.	.	2.5	-3.4	-8.5	.
CC(C)Oc1ccc(CN2CCC2(C)C(=O)NCc2ccc(C(F)(F)F)cc2)cc1 (stereo not drawn)	-15.0	28.8	13.8	-1.1	.	.	-15.5	1.8

Looked up by compound from the list above, 2 records:
SMILES	Statin myotox sup	PAX8 reporter	LGR2 inh	Cneo AK release	ARNT-TACC3 inh	PGC1a acetyl inh	INS-1E GSIS act	PglD inh
O=C(Nc1ccc(C(F)(F)F)cc1)c1cccnc1N1CCOCC1	-23.3	.	.	.	2.5	-3.4	-8.5	.
COc1ccc(S(=O)(=O)N/N=C(/C)c2ccncc2)c(OC)c1	-3.1	-6.1	-0.5	7.2	-4.2	.	-1.2	1.2
